Pf Dd2 growth: blocks in vitro growth of P. falciparum Dd2; AID 1347417; P. falciparum Dd2 growth, SYBR Green, 72 h; 120,000 compounds, 4.3% hits; Potency, µM (doses to about 28.9 µM), inactives show top-dose activity, negative = inhibition, hits mostly inhibitors; active = well fitted inhibition curve with a large enough effect; inconclusive = small, poorly fitted or top-dose-only effect; inactive = no such curve, though single readings can be large or run the other way;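 note: plate controls were DMSO vehicle for no effect and reference drug for full effect; nearly all actives have a fitted effect of over 65% in size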
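Infected erythrocytes (Dd2, 0.3% parasitemia, 2.5% hematocrit final) are added to compound in RPMI-1640/Albumax II medium, grown 72 h at 37C in low oxygen, then lysed with saponin/Triton-X containing SYBR Green and read by fluorescence.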
* = called active by the depositor; i = inactive; ? = inconclusive; & = joins results of further samples; [ ] = another dose, or the depositor's remark. Potency is the fitted concentration of half-maximal effect. A portion of the library; rates above refer to the full screens.

molecule	Pf Dd2 growth
CCOC(=O)Cc1ccc(NC(=O)N2CCN(Cc3nccn3C)CC2)cc1	1.2%
CCc1nncn1C1CCN(C(=O)c2cccc(C)c2)CC1	-11.6%
CN(C)C(=O)CN1C(=O)CO[C@H](c2ccc(NC(=O)C3CC3)cc2)[C@H]1CO	8.1%[44.1 µM]
CC(C)N1CC2CCC(C1)N2Cc1cccc(C#N)c1	-8.4%[44.1 µM]
CCn1cc(C(=O)N2CCN(c3ccccc3)CC2)c(=O)c2cc(S(=O)(=O)N(C)C)ccc21	-30.1%
CN(Cc1cccnc1)c1nc2c(c(=O)[nH]1)CCN(Cc1ccc(Br)o1)CC2	i[5.79 µM]
CC(=O)c1cccc(NS(=O)(=O)c2cc(-c3cnc(C4CC4)o3)ccc2C)c1	?
CCCNC(=O)c1ccc2c(c1)nc1n2CCCCC1	-20.0%
COc1ccc(CNC(=O)CC[C@]23CC[C@](C)(O)C[C@H]2C(C)(C)C[C@@H]3NC(=O)CC(C)(C)C)cc1	i
O=C(Nc1ccc(Oc2ccccc2F)cc1)C1CCCCN1C(=O)c1cccnc1 (stereo not drawn)	-20.2%
CCCS(=O)(=O)N1CC[C@H]2NC(=O)N(c3ccc(F)cc3)C(=O)[C@H]21	-23.3%[44.1 µM]
CCN(CC)C(=O)CSc1nc(-c2ccccc2F)nc2c1Cc1c(CO)cnc(C)c1O2	11.2µM*
Cc1ccc(F)cc1S(=O)(=O)N1CCC(n2cnnc2C(C)C)CC1	i
COc1ccc(-c2[nH]nc3ncc(C(=O)N4C[C@@H](C)O[C@@H](C)C4)nc23)c(C)c1	?
Cc1cc(NC(=O)CSc2nc(-c3ccccc3F)nc3c2c(=O)n(C)c(=O)n3C)no1	6.7%
CC(C)c1ccc(C2NC(=O)c3c(sc4c3CCN(C)C4)N2)cc1 (stereo not drawn)	19.7%
COc1ccc(CN2CC(Oc3ccccc3C(=O)NC3CC3)C2)c(OC)c1	?
CN(C)c1ccc(-c2ccnc(N[C@H]3CO[C@H]4[C@@H]3OC[C@@H]4NC(=O)CSCC(=O)O)n2)cc1	i
COc1ccccc1C(=O)N1CC[C@H]2COC(=O)N2c2cc(C)ccc2C1	2.2%[44.1 µM]
COC[C@@H]1CN(S(=O)(=O)c2c(C)noc2C)C[C@H]1c1ccncc1	-3.9%
CC1(C)C[C@H](NC(=O)c2ccccc2)[C@@]2(CCC(=O)NCCN3CCOCC3)CC[C@](C)(O)C[C@@H]12	i
CCOCCn1nc(C)cc1C(=O)N[C@H](c1ccccn1)C1CC(O)C1 (stereo partly drawn)	-8.8%
COc1cccc(CNC(=O)[C@@H]2C[C@@H](O)CN2C2CCN(C(=O)c3ccnn3C)CC2)c1	i
Cc1ccc(CN2CCC3(C2)NC(=O)c2ccccc2CO3)cc1 (stereo not drawn)	-20.9%[44.1 µM]
O=C(NCCc1csc(-c2ccc(F)cc2)n1)C(=O)Nc1ccc(Cl)cc1	i
CCCCNC(=O)Nc1ccc2c(c1)N(C)C(=O)c1ccccc1S2	-0.5%
Cc1noc(C)c1CC(=O)N1CCc2nnc([C@@H]3C[C@@H](O)CN3C(C)C)n2CC1	10.9%
CCS(=O)(=O)N1CCCC(c2nc(CCOc3ccc(F)cc3)no2)C1 (stereo not drawn)	?
CCS(=O)(=O)c1ncc(Cl)c(C(=O)Nc2ccccc2)n1	-15.8%
COCCNC(=O)N1CCc2nc(N3CCN(C)CC3)sc2C1	-21.2%
CN1C(=O)[C@H]2CC[C@@H]1CN(C(=O)CCSc1ccc3c(c1)OCCO3)C2	-8.9%
Cc1ccc(OC(=O)c2snnc2C)cc1C	3.7%
Cc1ccc(-c2ccc3nnc(CNC(=O)Cc4cccc(F)c4)n3n2)cc1	1.3%
COc1cccc(NC(=O)Cn2c(N3CCN(c4ccccc4)CC3)nc(C)cc2=O)c1	?
CCOc1ccc2c(n1)CCN(C(=O)CCc1ccccc1)C2	?
Cc1ccc2c(c1)-c1onc(C(=O)N3CCN(c4ccc(Cl)cc4)CC3)c1CO2	30.1%[activator]
COc1ccc(-c2nnn3c2nc(N2CCCC(C)C2)c2ccccc23)cc1 (stereo not drawn)	-9.0%
COc1ccc(-c2cc3c(nc2-c2ccccc2)nc(C(=O)NCCN(C)C)n3C)cn1	7.08µM*
COc1cccc(NC(=O)Cn2c(=O)n(CCC(=O)NCCc3ccc(Cl)cc3)c(=O)c3ccccc32)c1	36.7%[activator]
CCOC(=O)CCNC(=O)N1CCCCCCn2c(nnc2-c2ccc(F)cc2)CC1	i
Cc1ccc(NC(=O)N2CCC(c3ccccc3)C2)cc1C (stereo not drawn)	4.3%
Cc1ccc(-n2ncc(C(=O)NCCc3c[nH]c4ccccc34)c2C2CCN(C(=O)OC(C)(C)C)CC2)cc1C	?
CCCN(C)C(=O)c1cn2cc(-c3cccc(Cl)c3)n(CC=C(C)C)c(=O)c2n1	12.6µM*
Cn1c(=O)c2c(ncn2CC(=O)N2CCC(CCOc3ccc(F)cc3)C2)n(C)c1=O (stereo not drawn)	-7.5%
COc1cccc(NC(=O)Cn2cc(C(=O)c3ccccc3)c3ccccc32)c1	-10.6%
CCC1CCCCN1CCCNC(=O)c1ccc2c(c1)N(Cc1ccc(Cl)cc1)C(=O)c1ccccc1S2(=O)=O (stereo not drawn)	3.98µM*
O=C(C[C@H]1NC(=O)c2ccccc2NC1=O)Nc1n[nH]c(CCC2CCCC2)n1	-8.5%
CC(=O)Nc1ccc(OCC(=O)NC2CCN(Cc3ccccc3)CC2)nc1	?
CC(C)NC(=O)C1CCN(C(=O)N2CC(C)Oc3ccccc32)CC1 (stereo not drawn)	10.8%
CCC(C(=O)N1CCN(c2cc(C(F)(F)F)ncn2)CC1)c1ccccc1 (stereo not drawn)	-10.9%
CCOc1ccc(Nc2oc(-c3ccc(COc4ccccc4C)o3)nc2C#N)cc1	?
Cc1ccc(Cl)cc1N1CCN(c2ncnc3c2nc2n3CCCCC2)CC1	i
Cc1ccccc1CCNC(=O)c1ccc(NC(=O)N2CC(C)Sc3ccccc32)cc1 (stereo not drawn)	?
Cc1onc(-c2cnn(C)c2NCc2ccc(C#N)cc2)c1C(=O)NC1CCCCC1	-21.3%[44.1 µM]
CCOC(=O)c1cc(OC(=O)c2ccc(OC)cc2)n(-c2ccccc2)n1	-10.4%
Cc1ccc(CNC(=O)CCC(=O)N2Cc3ccccc3Oc3ncccc32)cc1	-3.6%
Cc1ccc(CCNC(=O)c2cc3cc(S(=O)(=O)N4CCCCC4)ccc3n2C)cc1	?
Cc1cccc(C(=O)Nc2cccc(OCc3cc(=O)n4cccc(C)c4n3)c2)c1	16.6%
COc1ccc(Cl)cc1NC(=O)c1sc2nc3c(cc2c1N)N1CCC3CC1	10.6%
O=C1NC2(CCN(C(=O)c3ccc(Cl)cc3)CC2)CC1c1ccccc1 (stereo not drawn)	-18.0%

Remaining list, next part:
molecule	Pf Dd2 growth
O=C(C1CCN(c2ncnc3c2nc2n3CCCCC2)CC1)N1CCN(c2ccc(F)cc2)CC1	-15.3%
O=C(Nc1ccc(F)cc1)N[C@H]1[C@H](O)[C@@H](Sc2ccccc2)[C@@H]2OC[C@H]1O2	i
c1cnc2nc(C3CCCNC3)[nH]c2c1 (stereo not drawn)	15.1%&22.7%[44.1 µM]
Cc1cccc(NC(=O)N2CCC(CCOc3ccc(F)cc3)C2)c1 (stereo not drawn)	i
Cc1c(CCNC(=O)c2c(F)cccc2F)sc2nc(-c3ccc(F)cc3)nn12	-22.3%
COc1ccc(-n2nc(C(=O)NCc3ccc(F)cc3)c3c4ccccc4n(C)c3c2=O)cc1	1.9%
Cc1ccc2nc(SCc3nc(-c4ccc(Cl)cc4)no3)[nH]c2c1	13.1%
O=C(NC1CCN(C(=O)N2CC3CC(C2)[C@H]2CCCC(=O)N2C3)CC1)C1CCCC1 (stereo partly drawn)	-24.7%
COc1ccc(CCNC(=O)c2nnn3c2COC(c2ccc(C)cc2)C3)cc1OC (stereo not drawn)	8.91µM*
Cn1ccnc1C(=O)N1CCCCCCNC(=O)[C@@H]2C[C@@H](C(=O)N3CCc4ccccc4C3)C[C@@H]21	?
COCCN1CCC(N2CCN(S(=O)(=O)Cc3ccccc3F)CC2)C1=O (stereo not drawn)	-3.4%
CCn1ncc(N2CCCC(CC(=O)NC3CCCCC3)C2)cc1=O (stereo not drawn)	29.9%
Cc1ccc2nc(C(=O)NCCc3nc(C)cc(C(F)(F)F)n3)cn2c1	-6.7%
CC[C@H]1CN2CC[C@H]1C[C@@H]2COC(=O)Nc1cccc2ccccc12	?
CCc1[nH]nc(C(=O)N(Cc2cccnc2)CC2CCN(C3CCCC3)CC2)c1C	-8.9%
COc1cc(F)ccc1-c1cc(C(=O)NCc2cnn(C)c2)c2c(c1)N(C)CCO2	?
O=C1CCN(C(=O)COc2ccccc2)CCCC(C(=O)NCc2ccccc2)CCN1 (stereo not drawn)	?
COc1cccn(CC(=O)N(Cc2ccc(F)cc2)C2CCCCC2)c1=O	-1.9%
O=C(NC1CC1)c1nc(-c2cccc(F)c2)c2cnccn12	?
O=C(C1CCC1)N1CCCC(c2nc(C3CCOCC3)no2)C1 (stereo not drawn)	24.2%
COCCNC(=O)C(C)[C@@H]1CC[C@@]2(C)CC[C@H](N[S+](C)(=O)[O-])[C@@H](C)[C@@H]2[C@H]1O (stereo partly drawn)	-2.8%[44.1 µM]
CCC(C)NC(=O)N1CCCN(S(=O)(=O)c2ccccc2)CCC(=O)NCC1 (stereo not drawn)	4.3%
COc1cccc(CNC(=O)CN2CCCc3nc(C)ncc3C2=O)c1	11.9%
O=C(CCc1nnc2n(Cc3ccccc3Cl)c(=O)c3ccccc3n12)Nc1ccccc1	?
Cn1nc(C(F)(F)F)c2cc(C(=O)N3CCC4(CCCO4)CC3)sc21	-16.9%
Cc1ccccc1NC(=O)CSc1nc2ccccc2c2nc(CCn3c(C)nc4ccccc43)nn12	?
COc1ccc(-c2oc3ncn4nc(COc5ccccc5C)nc4c3c2-c2ccc(OC)cc2)cc1	83.0%[activator]
COc1cccc(CC(=O)N2CCC3(CC2)CC(Cc2nc(-c4cccnc4)no2)CCO3)c1 (stereo not drawn)	8.91µM*
COc1ccc(-n2c(=O)c3c(C)c(C)sc3n(CC(=O)NCc3ccc(C)cc3)c2=O)c(OC)c1	17.0%
N#Cc1cccc(N2CCN(Cc3ccc(F)c(Cl)c3F)CC2)n1	?

An excerpt from above in order of length of the SMILES, smallest number first:
molecule	Pf Dd2 growth
COc1cccn(CC(=O)N(Cc2ccc(F)cc2)C2CCCCC2)c1=O	-1.9%
COc1cc(F)ccc1-c1cc(C(=O)NCc2cnn(C)c2)c2c(c1)N(C)CCO2	?
Cc1ccccc1NC(=O)CSc1nc2ccccc2c2nc(CCn3c(C)nc4ccccc43)nn12	?
COc1ccc(-c2oc3ncn4nc(COc5ccccc5C)nc4c3c2-c2ccc(OC)cc2)cc1	83.0%[activator]
COCCNC(=O)C(C)[C@@H]1CC[C@@]2(C)CC[C@H](N[S+](C)(=O)[O-])[C@@H](C)[C@@H]2[C@H]1O (stereo partly drawn)	-2.8%[44.1 µM]

(listing goes on)
molecule	Pf Dd2 growth
CN1c2cc(C(=O)Nc3ccc(Cl)cc3)ccc2C(=O)N2CCCCCC21 (stereo not drawn)	-7.6%
CC[C@@]1(C(=O)O)C[C@H](C(=O)N(C)CCCO)[C@H](c2ccc(OC)cc2)N1C	-4.8%
Cc1cnc(CCNC(=O)c2cn(C)cn2)n1C1CC1	-21.0%
O=C(O)C[C@@H]1CCN(S(=O)(=O)c2ccccc2)C[C@@H]1CCN(CCN1CCOCC1)c1ccccc1	?
Cc1ccc(/C=C/c2onc(C)c2S(=O)(=O)N2CCC(C(=O)N3CCOc4ccccc43)CC2)cc1	?
CN1CCN(CC(=O)N2CCCCC2)CC12CCC(=O)N(CC1CC1)CC2 (stereo not drawn)	-8.1%
COc1ccc2c(c1)CN(C(=O)c1ccnc(Cl)c1)CC[C@H]1COC(=O)N21	-9.4%[44.1 µM]
O=C(COCc1cc(-c2ccc(F)cc2)on1)Nc1cccc(C(F)(F)F)c1	16.2%[5.79 µM]
CCCN(Cc1ccncc1)C(=O)CC1C(=O)NCCN1Cc1ccoc1 (stereo not drawn)	2.9%
COc1ccccc1N1CCN(C(=O)CCNS(=O)(=O)c2ccc3c(c2)CCN3C(=O)C2CC2)CC1	-1.6%
NC(=O)c1cc2c(nc1CCC1COc3ccccc3O1)CCC2 (stereo not drawn)	-7.4%
COc1ccc(Cl)cc1NC(=O)Cn1cc(C(=O)c2ccncc2)c(=O)c2cc(C)ccc21	i
CCc1ccc(C(=O)c2cn(CC(=O)Nc3ccc(Cl)cc3)c3cc4c(cc3c2=O)OCO4)cc1	-28.3%
CCn1cc(C(=O)NCCc2ccccc2)c(=O)c2cc(S(=O)(=O)N3CCc4ccccc4C3)ccc21	?
O=C(c1ccccn1)N1CCCC(CN2CCCC2)CC1 (stereo not drawn)	26.5%
Cc1[nH]c2ccccc2c1C1N2CC3(C)CN1CC(C)(C2)C3=O (stereo not drawn)	34.8%
CCSc1ncc(Cl)c(C(=O)Nc2cc(C)ccc2C)n1	i
Cc1nc2c(c(-c3ccc(Cl)cc3)n1)CN(C(=O)c1ccccc1)CC2	-7.3%
COc1ccc([C@H]2C[C@@H](O)[C@@H](O)[C@@H]2NC(=O)c2ccccn2)cc1	-7.5%[44.1 µM]
O=C(Nc1ccccc1F)N1CC(Oc2ccc(-c3noc(-c4ccccc4)n3)cc2)C1	?
